SRC1 inh: SRC1 coactivator transcriptional activity inhibitors, primary screen, cell-based, luminescence; Nuclear receptor coactivator 1 (Homo sapiens), Q15788; HEK293 GAL4-SRC1 luciferase reporter; inhibition, % at 3.6 µM; actives 0.12% (n = 360,000); AID 588354, 2011;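 active = inhibition above the campaign mean plus 3 SD, with each screening campaign given its own cutoff, cut at about 60% in these data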;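 note: 0% = DMSO treated cells and 100% = gossypol at 36 µM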
LMP1 NFkB inh: EBV LMP1-driven NF-kappaB luciferase reporter inhibitors, primary screen, cell-based, luminescence, single point. actives 0.69% (n = 350,000). LMP1-induced NF-kappaB luciferase reporter cells. inhibition, % at 12.5 µM; in the data active = inhibition above about 41%;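 note: 0% = neutral control wells and 100% = reference inhibitor control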
MC4R antag cAMP: MC4R antagonists of cAMP signaling, primary screen, cell-based, TR-FRET, antagonist arm of biased-ligand search; inhibition, % at 6.5 µM; actives 0.48% (n = 360,000); MC4R-expressing cells, MTII-stimulated cAMP, LANCE TR-FRET; AID 540295, 2011;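 active = inhibition above its plate's cutoff, the mean of tested wells on that plate plus 3 SD, cut at about 29% in these data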;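 note: 0% = Melanotan II alone and 100% = Melanotan II plus saturating MCL0020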
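Material: human MC4R-expressing U2OS cells. Probe or stimulus: Melanotan II challenge. Dosing: 6.5 µM single dose. Times: 30-min compound, 1-h challenge, 1-h detection, room temperature. Technique: TR-FRET with Eu-cAMP and labeled anti-cAMP, 671 nm. Replication: singlicate.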
NR5A2 inv ag: LRH-1 (NR5A2) inverse agonists, primary screen, cell-based, luminescence, HEK293T, StAR-luciferase reporter. inhibition, % at 3.6 µM. Nuclear receptor subfamily 5 group A member 2 (Homo sapiens), O00482. actives 0.13% (n = 360,000). LRH-1 transfected, 24 h;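 active = inhibition above the mean inhibition of all tested compounds plus 3 SD, cut at about 73% in these data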;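 note: 0% = DMSO wells and 100% = reporter-only cells lacking LRH-1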
NCOA3 inh: SRC3 coactivator transcriptional activity inhibitors, primary screen, cell-based, luminescence | AID 588352, 2011 | Nuclear receptor coactivator 3 (Homo sapiens), Q9Y6Q9 | HEK293 GAL4-SRC3 luciferase reporter | inhibition, % at 3.6 µM | actives 0.17% (n = 360,000);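 active = inhibition above a per-campaign cutoff, the mean of all compounds plus 3 SD, cut at about 60% in these data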;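 note: 0% = DMSO-treated cells and 100% = gossypol-treated cells at 36 µM; higher means less SRC3-driven luciferase light from the GAL4 reporter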
TLR9-MyD88 block: inhibitors of TLR9-MyD88 association in cells, primary screen, cell-based, CHO, BLA complementation, fluorescence; Toll-like receptor 9 (Homo sapiens) + Myeloid differentiation primary response protein …; CCF4 FRET ratio; inhibition, % at 4.98 µM; actives 0.21% (n = 340,000);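 active = inhibition above the mean over all tested compounds plus 3 SD, cut at about 21% in these data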;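 note: 0% = DMSO only wells and 100% = clavulanate BLA inhibitor control wells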
NOD2 RIPK2 PPI: NOD2-RIPK2 binding disruptors in cells, primary screen, fluorescence, CHO cells, BLA complementation | inhibition, % at 4.98 µM | actives 0.38% (n = 360,000) | Receptor-interacting serine/threonine-protein kinase 2 (Homo sapiens), O43353 | CCF4 ratio | AID 624267, 2012; in the data active = inhibition above about 21%;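 note: 0% = vehicle only and 100% = reference blocker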
MC4R barr agon: MC4R agonists recruiting beta-arrestin, primary screen, cell-based, luminescence, agonist arm of biased-ligand search; actives 0.98% (n = 360,000); U2OS MC4R beta-arrestin complementation; percent of melanotan II response, DMSO zero; activation, % at 8.9 µM; Melanocortin receptor 4 (Homo sapiens), P32245; AID 540308, 2011;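 active = activation above a per-plate cutoff, the mean activation of sample wells on that plate plus 3 SD, cut at about 8% in these data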
NCOA2 inhibitor: inhibition of GAL4-SRC2 driven luciferase reporter, primary screen, SRC2 inhibitor project, cell-based, luminescence. HEK293 GAL4-SRC2 luciferase reporter. AID 651957, 2012. actives 0.17% (n = 370,000). inhibition, % at 9 µM;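 active = inhibition above the mean inhibition of all tested compounds plus 3 SD, set per campaign, cut at about 52% in these data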;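 note: 0% = DMSO treated cells and 100% = cells given Gossypol at 36 µM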
Target sequence (Q15596 whole entry, looked up, the tested form may be a part): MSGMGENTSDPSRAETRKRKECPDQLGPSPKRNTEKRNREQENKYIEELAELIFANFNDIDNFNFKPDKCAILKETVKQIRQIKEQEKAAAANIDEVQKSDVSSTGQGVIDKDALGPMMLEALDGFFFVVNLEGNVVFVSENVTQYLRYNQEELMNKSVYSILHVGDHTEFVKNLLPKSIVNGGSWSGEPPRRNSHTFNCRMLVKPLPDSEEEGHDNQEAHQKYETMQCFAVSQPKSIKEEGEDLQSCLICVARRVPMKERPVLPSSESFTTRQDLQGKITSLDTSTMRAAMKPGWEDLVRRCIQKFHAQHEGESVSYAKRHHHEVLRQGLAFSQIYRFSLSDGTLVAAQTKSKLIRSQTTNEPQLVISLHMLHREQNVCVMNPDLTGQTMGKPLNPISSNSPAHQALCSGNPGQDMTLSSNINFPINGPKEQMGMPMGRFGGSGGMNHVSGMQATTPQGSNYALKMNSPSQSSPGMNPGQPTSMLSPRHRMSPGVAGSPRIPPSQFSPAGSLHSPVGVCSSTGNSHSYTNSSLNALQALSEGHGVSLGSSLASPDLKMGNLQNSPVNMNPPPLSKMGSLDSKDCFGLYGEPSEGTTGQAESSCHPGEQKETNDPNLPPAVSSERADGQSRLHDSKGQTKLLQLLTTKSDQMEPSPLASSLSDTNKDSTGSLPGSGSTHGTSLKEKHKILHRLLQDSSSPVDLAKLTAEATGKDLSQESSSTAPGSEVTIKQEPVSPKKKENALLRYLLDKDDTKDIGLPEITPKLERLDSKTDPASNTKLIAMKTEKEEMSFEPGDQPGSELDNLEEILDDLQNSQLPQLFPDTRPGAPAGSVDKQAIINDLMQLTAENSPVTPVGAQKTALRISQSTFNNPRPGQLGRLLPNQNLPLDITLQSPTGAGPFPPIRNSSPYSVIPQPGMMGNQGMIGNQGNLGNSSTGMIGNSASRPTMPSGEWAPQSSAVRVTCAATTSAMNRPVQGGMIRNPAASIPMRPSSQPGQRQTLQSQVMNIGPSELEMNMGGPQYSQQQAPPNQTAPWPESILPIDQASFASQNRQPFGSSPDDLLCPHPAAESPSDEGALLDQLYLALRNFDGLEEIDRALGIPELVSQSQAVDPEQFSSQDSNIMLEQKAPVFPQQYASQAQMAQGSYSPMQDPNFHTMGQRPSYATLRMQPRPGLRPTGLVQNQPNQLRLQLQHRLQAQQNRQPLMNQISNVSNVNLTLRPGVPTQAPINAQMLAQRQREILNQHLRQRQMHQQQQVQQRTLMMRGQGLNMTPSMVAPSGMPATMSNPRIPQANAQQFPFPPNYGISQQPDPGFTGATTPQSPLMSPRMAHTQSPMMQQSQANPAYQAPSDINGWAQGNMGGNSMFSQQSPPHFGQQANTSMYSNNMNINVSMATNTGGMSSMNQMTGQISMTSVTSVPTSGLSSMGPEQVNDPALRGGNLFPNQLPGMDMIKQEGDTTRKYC
ABHD5 PLIN5 PPI: ABHD5-PLIN5 interaction inhibitors, primary screen, cell lysate, split luciferase complementation, luminescence; Perilipin-5 (Homo sapiens) + 1-acylglycerol-3-phosphate O-acyltransferase ABHD5 (Homo …; Split G. princeps luciferase complementation, 4 h; inhibition, % at 4 µM; actives 0.78% (n = 360,000);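 active = inhibition above the mean inhibition across every tested compound plus 3 SD, cut at about 22% in these data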;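 note: 0% = DMSO only wells and the 100% control is not disclosed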
COUP-TFII inh: NR2F2 transcriptional activity inhibitors, primary screen, cell-based, luciferase reporter, HEK293T, luminescence | actives 0.7% (n = 370,000) | AID 686940, 2013 | inhibition, % at 8.6 µM | HEK293T NGFI-A luciferase reporter | COUP transcription factor 2 (Homo sapiens), P24468;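 active = inhibition above a per-plate cutoff, mean inhibition of test wells between control levels plus 3 SD, cut at about 38% in these data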;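 note: cells cotransfected with COUP-TFII expression vector driving the NGFI-A reporter; 0% = median of COUP-TF2 test wells and 100% = reporter-only cells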
* hit, by the source's call; · = not tested or not shown.

nr	SRC1 inh	LMP1 NFkB inh	MC4R antag cAMP	NR5A2 inv ag	NCOA3 inh	TLR9-MyD88 block	Compound	NOD2 RIPK2 PPI	MC4R barr agon	NCOA2 inhibitor	ABHD5 PLIN5 PPI	COUP-TFII inh
1	-2	-8	-2	5	18	-5	CCN(CC(=O)NCc1ccc(F)cc1)C(=O)CCNS(=O)(=O)c1cccc(C)c1	4	-1.0	-18	-6	-1
2	-125	25	-2	-153	-70	-6	COc1cccc(-c2cn3nc4c(nc3n2)CCCC4)c1	1	-0.4	·	-11	·
3	4	-2	-2	9	6	0	COc1ccccc1N1CCN(CC(O)COCc2cccs2)CC1 (configuration not stated)	-5	-0.7	-9	-2	-3
4	-11	7	8	-2	18	9	CC(=O)c1c(C)[nH]c(C(=O)NCc2ccc(F)cc2)c1C	0	-0.3	-43	3	21
5	-21	6	4	0	5	0	CCOc1ccc(NC(=O)CN2C(=O)/C(=C3\SC(=S)N(C4CCS(=O)(=O)C4)C3=O)c3ccccc32)cc1 (configuration not stated)	-7	1.4	-31	2	7
6	7	15	6	-6	2	-9	CCOC(=O)N1CCN(S(=O)(=O)N2CCCC(C(=O)NCc3cc(OC)ccc3OC)C2)CC1 (configuration not stated)	-3	-3.3	6	1	-10
7	5	-2	-2	-9	9	-1	CCC(=O)N1CCc2cc(S(=O)(=O)NCCC(=O)NCc3ccc(F)cc3)ccc21	-1	0.2	-10	4	-11
8	-8	-2	4	-30	-2	-11	O=C(Nc1ccon1)c1ccc(Br)s1	-11	0.1	-13	-4	5
9	-6	9	8	-3	3	-12	CCO[C@@H]1OC(C(=O)N2CCOCC2)=C[C@H](c2cn(C(C)=O)c3ccccc23)[C@H]1CCCO	-2	-0.8	8	2	-3
10	-2	-4	-1	15	19	-6	N#Cc1c2n(c3c(-c4ccccc4)ncnc13)CCC2	-5	-0.6	-13	5	17
11	-4	-6	-2	-1	-1	3	CNc1cc(N2CCCC2)ccc1[N+](=O)[O-]	-3	0.4	10	4	6
12	-2	2	9	9	-8	-6	O=C1OCC(O)=C1Cc1ccccc1	-6	-3.1	3	2	11
13	1	-11	2	23	15	8	C[C@H]1NC(=O)[C@]2(C)[C@@H](c3ccccc3)[C@H]3COc4ccccc4[C@H]3N2C1=O	1	1.4	7	19	-7
14	16	0	-1	1	5	2	COc1cccc(OCC(O)CNC2CCCC2)c1 (configuration not stated)	0	1.6	-11	-2	-16
15	-10	5	1	6	15	-1	CCCCn1c(-c2cccnc2)n[nH]c1=S	3	-2.9	7	-3	1
16	-6	3	10	11	-2	-3	Cc1ccc(S(=O)(=O)NCC2CCC(C(=O)NCc3ccccn3)CC2)cc1 (configuration not stated)	-5	-2.0	-10	1	9
17	4	-6	6	0	-16	-4	CC1(C)Cc2c(c(N3CCOCC3)nc3sc4c(NCc5ccco5)nnnc4c23)CS1	7	-1.3	-11	19	1
18	-13	-2	0	12	17	4	O=C(Nc1ccc(Br)cc1)C1CCN(C(=O)c2ccc(F)cc2)CC1	8	0.6	12	4	-3
19	6	-3	-4	2	3	-7	N=c1c(S(=O)(=O)c2ccc(Cl)cc2)cc2c(=O)n3ccccc3nc2n1C1CCCCC1	14	-0.8	5	2	9
20	-1	2	-1	22	18	-8	O=C(CN1CCCCC1)Nc1ccccc1-c1ccccc1	4	3.0	12	0	10
21	-4	-3	4	-2	14	-32	Nc1ccccc1S(N)(=O)=O	-3	-0.1	4	-3	8
22	-3	-6	20	1	8	2	Cc1c(C)c2c(OCC(=O)N3CCC(O)CC3)cc3c(c2oc1=O)CCC(C)(C)O3	-1	-0.2	-16	0	-7
23	-21	-1	9	-46	-30	-2	Cc1cc(N2CCOCC2)nc2ccc(NC(=O)CCC(=O)N3CCCCC3)cc12	-1	-1.7	-99	1	-36
24	-4	0	-2	16	28	9	CCN(c1ccccc1)S(=O)(=O)c1ccc(OC)c(NC(=O)C2CC(=O)N(Cc3ccccc3)C2)c1 (configuration not stated)	4	0.1	1	4	13
25	0	-1	8	-1	-18	-12	COc1ccc([N+](=O)[O-])cc1N(CC(O)CN1C(=O)NC(C)(C)C1=O)S(=O)(=O)c1ccc(C)cc1 (configuration not stated)	3	-0.3	-15	0	7
26	-17	4	2	6	7	0	CCCn1c2c(c(O)c(C(=O)NC)c1=O)CCCC2	6	-0.6	-15	2	-10
27	10	1	0	4	9	-12	Cc1ccc(S(=O)(=O)N2CCN(c3nccnc3C#N)CC2)cc1	-11	0.5	8	7	25
28	·	·	·	16	·	·	CCCCc1c(-c2ccccc2OC)ncn1CCc1cccc(Cl)c1	-2	·	-3	0	19
29	-5	10	8	-19	6	-2	COC(=O)c1ccc(Oc2nc(Nc3ccccc3)nc(N(C)C)n2)cc1	-4	-2.4	-8	1	10
30	3	-9	2	-22	-3	0	CCN(CC)S(=O)(=O)c1ccc(O)c(NS(=O)(=O)c2ccccc2F)c1	12	-2.2	-21	-7	-14
31	-12	-4	16	8	16	-9	Cc1cc(NC(=O)CS(=O)(=O)Cc2ccccc2)no1	-5	-0.4	-5	1	-1
32	1	2	6	16	-6	-2	CCOc1ccc(-c2cn(CCC#N)cn2)cc1	-7	-0.8	-3	9	-20
33	-2	-5	2	0	-11	0	Cc1cccc(NC(=O)CNC(=O)c2ccc3nc[nH]c3c2)c1C	-1	-1.0	12	5	10
34	-13	3	0	10	6	3	CCCCC(=O)NC1(C(F)(F)F)C(=O)Nc2c1c(=O)n(C)c(=O)n2C (configuration not stated)	-2	-0.1	0	-6	-10
35	-1	·	6	11	-5	·	CCOC(=O)C1CCCN(C(=O)c2ccccc2)CC1 (configuration not stated)	3	-0.6	-2	4	-14
36	-1	0	3	3	12	5	CC(C)CCc1noc(CN(C)CCC2CCOCC2)n1	-6	0.8	10	2	1
37	-8	1	18	10	-14	6	O=C(CN1CCN(C(C(=O)Nc2ccc(Cl)cc2C(F)(F)F)c2ccccc2)CC1)NC1CC1 (configuration not stated)	-1	1.1	-15	0	-8
38	0	-9	9	-1	19	2	Cc1[nH]c2ccccc2c1/C=N/NS(=O)(=O)c1ccccc1	-8	-0.7	12	1	5
39	1	-12	8	3	-11	-2	Cc1ccc(C)c(N/N=C2\CCCNC2=O)c1	0	-1.8	-14	0	-5
40	-22	-5	-3	10	-4	0	CCc1ccc2c(CN3CCOCC3)cc(=O)oc2c1	-4	0.1	-6	4	-13
41	5	3	4	5	-1	-1	Cc1[nH]c(=O)[nH]c(=O)c1S(=O)(=O)N1CCCC(C(=O)N2CCC(Cc3ccccc3)CC2)C1 (configuration not stated)	-2	-1.4	0	1	4
42	-6	0	12	0	-3	-3	COc1cccc(SCC2CSc3nc4ccccc4c(=O)n32)c1 (configuration not stated)	8	-2.9	14	-10	13
43	2	-4	7	9	-4	0	COc1cccc(NC(=O)CN(C)C(=O)/C=C/c2cc(OC)ccc2OC)c1	3	-1.0	13	1	-7
44	-31	1	6	16	-19	-6	CC(C)CN(C(=O)CCCSc1nc2ccccc2[nH]1)c1c(N)n(Cc2ccccc2)c(=O)[nH]c1=O	-9	-1.5	10	-10	-11
45	-3	2	12	15	17	-7	CC1CCCCC1NC(=O)Cn1nc(-c2ccccc2)ccc1=O (configuration not stated)	-2	0.0	-15	0	-5
46	-64	5	-8	37	-98	3	COc1ccccc1-c1cc(C(=O)N/N=C/c2cccs2)c2ccccc2n1	-1	-2.0	-30	-3	-36
47	-5	-3	16	-5	7	1	CCCSc1nc(N2CCCC2)c2c(c1C#N)CC(C)(C)OC2	-5	-2.7	5	-1	6
48	-10	-10	2	12	6	-2	Cc1ccc(CN2CCCNC2=O)cc1	0	-1.4	-1	0	3
49	-24	-9	-1	-14	-23	3	c1ccc(Cn2cc(CNc3ccccc3)nn2)cc1	-7	-1.8	-32	-3	-2
50	-21	3	8	3	-27	-3	CCn1cnc2c(cnn2-c2ccccc2)c1=O	-11	-2.6	-21	-3	-7
51	-17	-7	20	8	15	4	COc1ccccc1N(Cc1cc(=O)[nH]c2ccccc12)C(=O)c1ccccc1	-4	-1.8	-4	-11	-4
52	-7	1	0	7	11	-5	Nc1c(C(=O)CSc2nnc(-c3ccccc3)o2)c(=O)[nH]c(=O)n1C1CC1	7	-1.1	12	2	5
53	-4	11	4	18	10	-3	COc1ccc([N+](=O)[O-])cc1N(CC(=O)NCc1ccco1)S(C)(=O)=O	-16	-3.1	-4	2	8
54	-22	-1	5	-21	-8	0	CC1=C(N2CCN(c3ncccn3)CC2)CCC1=O	-6	-1.3	-6	4	-7
55	32	68*	8	10	75*	10	O=C(Nc1ccc([N+](=O)[O-])cc1)Nc1ccc(OC(F)F)c(Cl)c1	-9	-0.4	0	-10	19
56	-50	-7	7	-44	-24	3	CCc1ccc(-c2cc(C(=O)NN3CCN(C)CC3)c3ccccc3n2)cc1	4	-0.6	-14	11	-12
57	-27	-3	12	-26	-12	-4	COc1ccc(NC(=O)Nc2ccccc2SC)cc1OC	-7	-0.5	-23	1	-11
58	-17	1	7	1	12	14	CCC(C)NC(=O)/C=C/c1cccs1 (configuration not stated)	-10	-1.2	-27	2	-10
59	-6	2	-1	11	6	-1	Cc1cc(NC(=O)Cn2cnc3c(nnn3-c3ccc(C)c(Cl)c3)c2=O)no1	7	-0.7	-39	-3	5
60	-8	-1	2	-11	2	6	Cc1cccc(NC(=O)CSCC(=O)N(C)CC(=O)Nc2cccc(F)c2)c1	-2	-1.9	11	14	10
61	7	0	0	-9	1	-26	COCCN1C=C(C(=O)OC)C(c2ccccc2C(F)(F)F)C(C(=O)OC)=C1	5	-0.8	-21	-4	11

3 compounds from above, arranged by the value under COUP-TFII inh, rising.
nr	SMILES	COUP-TFII inh
57	COc1ccc(NC(=O)Nc2ccccc2SC)cc1OC	-11
49	c1ccc(Cn2cc(CNc3ccccc3)nn2)cc1	-2
61	COCCN1C=C(C(=O)OC)C(c2ccccc2C(F)(F)F)C(C(=O)OC)=C1	11

High-throughput results (PubChem BioAssay)

These rows are one share of the data; count on the stated rates, not on these rows.
